M1 ag parental = M1 agonist counterscreen hit in parental CHO-K1 cells; Fluo-8 calcium fluorescence; scaled to maximal ATP response, vehicle zero; activation, % at 3 µM; actives 0.48% (n = 360,000); in the data active = activation above about 15%;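 note: untransfected CHO-K1 host cells lacking M1 receptor as counterscreen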
CHO parental Ca = signal in parental CHO cells, OX1R antagonist counter-screen | parental CHO-K1, ATP-induced calcium, Fluo-8 fluorescence | inhibition, % at 5.6 µM | actives 0.63% (n = 330,000) | AID 463079;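 active = inhibition above that plate's mean sample inhibition plus 3 SD, cut at about 26% in these data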;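 note: 0% = ATP-challenged DMSO wells and 100% = DMSO wells without ATP; some compounds past the cut are filed as inactive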
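Test system: untransfected parental CHO cell line; also added: ATP stimulus; dosing: 5.6 µM, single dose; signal: calcium-sensitive Fluo-8 fluorescence; measure: percent inhibition of ATP-evoked calcium rise, normalized to controls; benchmarks: low control ATP plus DMSO, high control DMSO only; replication: one well per compound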
CHRM1 antagonist = antagonists of human M1 muscarinic receptor; P11229; actives 1.3% (n = 360,000); CHO-K1 hM1, Fluo-8 calcium fluorescence, ACh EC80 antagonist; inhibition, % at 3 µM;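 active = percent inhibition above its own plate's cutoff, namely the mean of that plate's compound wells plus 3 SD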;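 note: peak over basal fluorescence ratio during 140 s after agonist addition; 0% = ACh EC80 plus DMSO and 100% = DMSO alone without agonist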
Target sequence (P11229 whole entry, looked up): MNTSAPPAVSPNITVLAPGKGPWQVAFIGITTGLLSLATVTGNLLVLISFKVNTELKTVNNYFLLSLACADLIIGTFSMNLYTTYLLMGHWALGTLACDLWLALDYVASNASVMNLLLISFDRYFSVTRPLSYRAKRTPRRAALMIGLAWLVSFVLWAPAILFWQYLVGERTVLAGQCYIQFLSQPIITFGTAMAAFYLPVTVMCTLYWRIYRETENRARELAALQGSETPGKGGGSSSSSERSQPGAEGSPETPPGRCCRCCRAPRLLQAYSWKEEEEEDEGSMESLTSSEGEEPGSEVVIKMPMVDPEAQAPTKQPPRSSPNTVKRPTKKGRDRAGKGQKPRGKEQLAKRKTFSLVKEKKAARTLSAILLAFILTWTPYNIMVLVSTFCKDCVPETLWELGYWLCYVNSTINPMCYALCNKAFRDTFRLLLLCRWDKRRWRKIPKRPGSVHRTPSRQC
TAAR1 antag = antagonists of human TAAR1. Q96RJ0. CHO RD-HGA16 TAAR1, Fluo-8 calcium fluorescence, antagonist. inhibition, % at 3 µM. actives 1.5% (n = 360,000). AID 624466;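 active = inhibition above a per-plate cutoff, the mean inhibition of test compounds on that plate plus 3 SD, cut at about 49% in these data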;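 note: 0% = DMSO plus EC80 beta-PEA response and 100% = DMSO alone without agonist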
Target sequence (Q96RJ0 whole entry, looked up): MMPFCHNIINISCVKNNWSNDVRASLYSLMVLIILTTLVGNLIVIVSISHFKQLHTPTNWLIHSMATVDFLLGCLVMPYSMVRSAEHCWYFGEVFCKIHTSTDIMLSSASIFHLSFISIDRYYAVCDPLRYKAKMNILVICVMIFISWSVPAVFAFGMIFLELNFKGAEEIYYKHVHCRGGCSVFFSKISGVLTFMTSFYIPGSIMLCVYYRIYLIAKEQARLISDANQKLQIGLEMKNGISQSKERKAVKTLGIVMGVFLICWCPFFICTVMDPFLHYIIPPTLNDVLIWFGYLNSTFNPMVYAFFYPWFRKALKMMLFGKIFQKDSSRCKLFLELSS
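Material: RD-HGA16 CHO cells with stable hTAAR1 and Gα16; Dosing: single nominal final test compound concentration of 3 µM; Schedule: seeding 17-24 h prior, 75-min 37 °C, 30-min RT dye loading; Detection: kinetic Fluo-8 calcium fluorescence measurement; Measure: % inhibition from peak post-agonist over basal fluorescence ratio; Benchmarks: vehicle and agonist controls.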
CHO-K1 Ca antag = M1 antagonist counterscreen hit in parental CHO-K1 cells | AID 602250 | inhibition, % at 3 µM | ATP-induced calcium, Fluo-8 fluorescence | actives 0.6% (n = 360,000);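 active = inhibition above a per-plate cutoff, the plate's mean sample inhibition plus 3 SD, cut at about 24% in these data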;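 note: 0% = DMSO plus EC80 ATP and 100% = DMSO alone without ATP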
TAAR1 agonist = agonists of human TAAR1; Q96RJ0; CHO RD-HGA16 TAAR1, Fluo-8 calcium fluorescence; vehicle wells 0%, saturating PEA agonist 100%; activation, % at 3 µM; actives 0.99% (n = 360,000); AID 624467;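 active = activation above the mean activation of all test compounds in the run plus 3 SD, cut at about 38% in these data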
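Repeats: no replicates (n 1) | Material: CHO-derived RD-HGA16 cells with stable Gα16 and human TAAR1 | Technique: Kinetic Fluo-8 calcium fluorescence | Schedule: 17-24 h seeding, 75 min 37 °C dye, 30 min RT | Evaluation: % activation from peak over basal fluorescence ratio, DMSO-to-PEA scaled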
CHRM1 agonist = agonists of human M1 muscarinic receptor | P11229 | CHO-K1 hM1, Fluo-8 calcium fluorescence, agonist mode; 0% DMSO, 100% acetylcholine EC100 | activation, % at 3 µM | actives 0.33% (n = 360,000) | AID 588814;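 active = activation above the run's mean compound activation plus 3 SD, cut at about 16% in these data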;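 note: peak over basal fluorescence ratio within a 140 s kinetic read after compound addition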
M1 PAM parental = nonselective activator or artifact in parental CHO-K1 calcium assay; activation, % at 3 µM; actives 0.02% (n = 360,000); ATP EC20, Fluo-8 calcium fluorescence; 0% at ATP EC20, 100% at ATP max; AID 602247;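 active = activation above the run cutoff, the mean activation of all test compounds plus 3 SD, cut at about 40% in these data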;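 note: peak over basal fluorescence ratio in a 140 s read after ATP addition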
M1 PAM = potentiates human M1 receptor response to acetylcholine. activation, % at 3 µM. CHO-K1 hM1, Fluo-8 calcium fluorescence, ACh EC20; 0% = ACh EC20, 100% = maximal ACh. actives 0.088% (n = 360,000); in the data active = activation above about 19%, passing the limit was not always enough
An asterisk follows results filed as active; . = no result given.

item	SMILES	M1 ag parental	CHO parental Ca	CHRM1 antagonist	TAAR1 antag	CHO-K1 Ca antag	TAAR1 agonist	CHRM1 agonist	M1 PAM parental	M1 PAM
1	COc1cc(C(=O)NCc2ccc(F)cc2)cc(Cl)c1OC	2.6	-13	-10	23	-8	3	-7	22	5
2	CCC(C)c1ccccc1NC(=O)C(C)Sc1n[nH]c(N)n1 (stereo not given)	0.1	-5	-1	-5	-9	7	-2	1	2
3	COc1ccccc1N1C(=O)c2ccccc2NC1c1ccc(O)cc1 (stereo not given)	0.6	-16	-20	-13	-22	2	-4	24	12
4	Cc1cc(CSc2ccccc2)ccc1NC(=O)c1cccc([N+](=O)[O-])c1	0.4	-2	-6	49*	-8	6	-4	18	6
5	CCC(Sc1n[nH]c(=O)[nH]c1=O)C(=O)OCc1ccccc1 (stereo not given)	0.0	0	-9	8	-1	0	-2	-9	7
6	Cc1ccccc1C(=O)O/N=C(\N)c1ccncc1	0.4	-1	-2	-4	-1	1	-3	17	8
7	CC(NS(=O)(=O)c1ccc(Br)cc1)C(=O)NCc1ccc2c(c1)OCO2 (stereo not given)	0.4	-20	-3	-11	-12	0	-13	25	15
8	COc1ccccc1CNS(=O)(=O)c1cc(CN2C(=O)c3cccnc3C2=O)ccc1OC	1.9	-2	-7	-11	-20	3	-3	10	4
9	Cc1noc(C)c1NC(=O)N(C)C[C@@H]1Oc2cc(Br)ccc2S(=O)(=O)N([C@H](C)CO)C[C@@H]1C	0.9	.	-14	-23	-15	6	-2	9	6
10	O=C(CCCCn1c(=O)[nH]c2ccccc2c1=O)NCCc1c[nH]c2ccccc12	1.0	-4	-20	20	4	3	-1	-2	11
11	Cc1ccc(NC(=O)CN2C(=O)NC3(CCCCCC3)C2=O)cc1Cl	0.1	-16	-5	-6	-13	-1	-5	-3	5
12	CCOC(=O)CNC(=O)CSc1nnc(NC(=O)c2ccccc2Cl)s1	1.8	-2	-3	-4	-3	1	-6	2	0
13	Cc1cc(F)ccc1-c1cc(C(=O)NCc2ccc(C(F)(F)F)cc2)[nH]n1	16*	.	9	71*	3	56*	32*	26	1
14	Cn1cnnc1SCC(C)(C)NS(=O)(=O)c1ccc(Cl)cc1	0.6	1	-15	-6	-15	4	0	4	7
15	Brc1nc(-c2ccccc2)nc(-c2ccccc2)c1Br	9.9	-1	-6	-3	14	7	-2	-4	5
16	CN(C)S(=O)(=O)c1ccc(Cl)c(C(=O)NC2=NCCS2)c1	0.8	-17	-9	-11	-6	6	-5	5	12
17	C/C(=N\Nc1ccc(Cl)cc1)c1ccccn1	0.4	-4	0	4	-11	11	-4	19	-4
18	CC(=O)NC(c1cccc(F)c1)c1nc(-c2ccc(C)c(C)c2)cs1 (stereo not given)	0.5	.	-19	-26	-4	16	0	2	6
19	Cn1cccc1CC(=O)N/N=C\c1ccccc1	0.8	-2	-10	-9	0	17	-7	-10	5
20	CC(=O)C1=C(C)NC(SCc2ccc(C#N)cc2)=C(C#N)C1c1ccco1 (stereo not given)	0.4	-14	-2	8	4	2	-9	11	13
21	CC(C)C(NC(=O)C1CCCCC1)C(=O)Nc1ccccn1 (stereo not given)	0.6	-15	-33	-10	-12	13	-1	17	5
22	Cn1c(N)c(C(=O)CN2CCN(S(=O)(=O)c3ccccc3C#N)CC2)c(=O)n(C)c1=O	0.4	.	-12	-2	-7	1	-5	7	8
23	Cc1nonc1CN(C)C(=O)CC1C(=O)NCCN1Cc1ccccc1C(F)(F)F (stereo not given)	0.2	-17	0	4	-2	6	-6	3	6
24	O=C(O)C1C2C=CC(C2)C1C(=O)NCCC1=CCCCC1 (stereo not given)	0.6	-11	-13	71*	-26	72*	-3	13	7
25	O=C(OCn1nnc2ccccc2c1=O)c1cccc(S(=O)(=O)N2CCOCC2)c1	2.4	-10	-12	10	-17	1	-4	15	6
26	Cc1ccc2c(=O)cc(C(=O)NCc3ccccc3)oc2c1C	0.8	-15	-26	5	-18	2	-3	9	11
27	Cc1oc(-c2ccc3c(c2)OCCO3)cc1C(=O)O	0.6	-3	-9	-6	-9	7	-3	20	6
28	COc1ccc(CCN2CC(C(=O)Nc3nnc(Cc4ccccc4)s3)CC2=O)cc1OC (stereo not given)	-0.1	-19	0	-24	-19	28	-7	-1	4
29	Cn1c(=O)c2c(ncn2CC(=O)NCc2cccnc2)n(C)c1=O	0.1	12	3	-8	-5	0	-2	8	3
30	O=C(NC1CC1)C1CCCN(C(=O)NC2CCCCC2)C1 (stereo not given)	1.4	2	-6	8	-11	2	-3	20	8
31	O=C(COC(=O)CC1CCCC1)Nc1ccccc1[N+](=O)[O-]	-0.5	5	5	-2	-15	13	-3	1	-1
32	O=C(Nc1cccc(F)c1)C1CCCN(c2cnccn2)C1 (stereo not given)	3.3	-6	-5	0	1	2	-2	0	1
33	CC(Oc1ccc(Cl)cc1)c1ccn[nH]1 (stereo not given)	0.4	-10	-3	12	11	9	-5	3	10
34	Cc1ccc(OCC(=O)N(C)Cc2ccccc2)c([N+](=O)[O-])n1	0.1	-14	-7	-10	-7	4	-6	4	1
35	Cc1ccccc1OCCCCn1cnc2ccccc21	4.8	50*	24	7	11	10	1	6	-6
36	CSCCC(NC(=O)c1ccco1)C(=O)NCC1CCCCC1 (stereo not given)	-0.5	-14	-24	-9	-18	8	-1	2	24*
37	CC(=O)COc1ccc2oc(=O)cc(-c3cc4ccccc4o3)c2c1	4.1	-9	8	16	-11	2	-3	10	-4
38	O=c1c(Cc2ccc(Cl)cc2)c(O)ccn1Cc1ccccc1	3.0	-7	5	3	-5	10	-1	4	-8
39	CN(CCOc1ccccc1)C(=O)c1ccc(OC2CCN(C(=O)C3CC3)CC2)cc1	7.9	-1	-8	-29	-11	2	0	17	-1
40	CC(=O)c1ccc(N2CCC(c3cc(-c4ccc(Cl)cc4Cl)n[nH]3)CC2)c([N+](=O)[O-])c1	2.8	21	10	20	5	36	-2	21	-7

CHRM1 agonist: entries above that show a hit.
nr	mol	CHRM1 antagonist	CHRM1 agonist
13	Cc1cc(F)ccc1-c1cc(C(=O)NCc2ccc(C(F)(F)F)cc2)[nH]n1	9	32*

(cont.)
41) Cc1ccc(-c2csc3ncnc(N4CCN(c5ccccc5O)CC4)c23)cc1
42) COc1ccccc1NC(=O)c1ccc(Cl)c(S(=O)(=O)N2CCOCC2)c1
43) CCOc1ccc(Oc2ccc(C(F)(F)F)cc2NC(=O)C2=COCCO2)cc1
44) N#Cc1c(Nc2ccc(F)cc2)sc(C(=O)c2ccccc2)c1N
45) CCCOc1ccc(-c2c(C(=O)N/N=C/c3ccc(C)cc3)nnn2-c2nonc2N)cc1
46) O=C(/C=C/c1ccc2c(c1)OCO2)Nc1cc(S(=O)(=O)N2CCOCC2)ccc1N1CCOCC1

entry no.	41	42	43	44	45	46
M1 ag parental	0.1	2.4	0.4	0.7	1.2	0.3
CHO parental Ca	0	-3	-13	-11	-36	-32
CHRM1 antagonist	-2	-8	-1	-2	-14	-6
TAAR1 antag	-17	-3	-17	3	-68	18
CHO-K1 Ca antag	-13	-10	-3	-1	-3	-13
TAAR1 agonist	-1	4	8	8	37	1
CHRM1 agonist	-2	0	-2	-4	-3	-7
M1 PAM parental	8	21	5	15	12	26
M1 PAM	1	8	2	6	8	4

Along the list, quoted from above.
Entries 41 to 46 in M1 PAM parental read 8, 21, 5, 15, 12, 26
Entries 41 to 46 in M1 ag parental read 0.1, 2.4, 0.4, 0.7, 1.2, 0.3
Entries 41 to 46 in M1 PAM read 1, 8, 2, 6, 8, 4

Only TAAR1 agonist, CHO parental Ca and CHRM1 agonist, for two of the compounds above:
no.	molecule	TAAR1 agonist	CHO parental Ca	CHRM1 agonist
43	CCOc1ccc(Oc2ccc(C(F)(F)F)cc2NC(=O)C2=COCCO2)cc1	8	-13	-2
44	N#Cc1c(Nc2ccc(F)cc2)sc(C(=O)c2ccccc2)c1N	8	-11	-4

(cont.)
47) CC1=C(C)CC(C(=O)Nc2cccc(Cl)c2)C(C(=O)O)C1 (stereo not given)
48) CCc1ccc(-c2nc(CS(=O)CC(=O)NCCN3CCCCCC3)c(C)o2)cc1 (stereo not given)
49) OCCc1ccc(-c2ccc(Cl)cc2)o1
50) CCCc1nc(SCc2ccccc2Cl)n[nH]1
51) CCCCNC(=O)Nc1ccccc1C(=O)Nc1ccc(OC)cc1
52) Cc1ccc(C(=O)N2CCN(c3ccc([N+](=O)[O-])c(NCc4ccco4)c3)CC2)cc1
53) COC(=O)COc1ccc2c(c1)O/C(=C\c1cccc([N+](=O)[O-])c1)C2=O
54) CNC[C@@H]1Oc2cc(Br)ccc2S(=O)(=O)N([C@@H](C)CO)C[C@@H]1C
55) CCCCOc1ccc(C(=O)OC(C)CN(C)C)cc1 (stereo not given)

entry no.	47	48	49	50	51	52	53	54	55
M1 ag parental	1.0	-1.1	0.7	0.6	0.3	-1.3	0.8	0.3	0.6
CHO parental Ca	6	-28	-5	-18	-25	6	-5	.	-19
CHRM1 antagonist	-11	-19	0	-22	0	-3	-11	0	-1
TAAR1 antag	-3	-11	6	-12	-4	-9	-2	-10	7
CHO-K1 Ca antag	-9	-15	-1	-9	6	-16	-17	-15	-2
TAAR1 agonist	5	-2	0	4	11	-3	-1	1	11
CHRM1 agonist	-4	-5	-3	-6	-2	-5	-2	-11	-4
M1 PAM parental	19	7	14	24	3	11	7	9	-6
M1 PAM	7	6	0	10	5	-5	3	-3	7

Structural class: the compounds so far with a thiophene ring, fused or not (two)
41) Cc1ccc(-c2csc3ncnc(N4CCN(c5ccccc5O)CC4)c23)cc1
44) N#Cc1c(Nc2ccc(F)cc2)sc(C(=O)c2ccccc2)c1N

entry no.	41	44
M1 ag parental	0.1	0.7
CHO parental Ca	0	-11
CHRM1 antagonist	-2	-2
TAAR1 antag	-17	3
CHO-K1 Ca antag	-13	-1
TAAR1 agonist	-1	8
CHRM1 agonist	-2	-4
M1 PAM parental	8	15
M1 PAM	1	6

High-throughput results (PubChem)
